ASM inhibitor – human S-ASM enzyme inhibition; Potency, µM (top dose mostly 57.5 µM), inactives show at the top dose activity change, negative = inhibition, most hits filed as inhibitors; placental ASM, HMU-PC fluorogenic substrate, 60 min; AID 504937; actives 0.006% (n = 340,000); P17405; note: potency is the fitted concentration of half-maximal effect
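qHTS format. ASM enzyme prepared from human placenta hydrolyses the fluorogenic substrate HMU-PC0 (9 uM final) over 60 min at 37 °C after a 10 min compound preincubation.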
PTAP TSG101 blk – blocks PTAP/TSG101 interaction to inhibit HIV-1 budding; Q99816; Potency, µM (highest dose often 115 µM), inactives show at the highest dose activity change, negative = inhibition, actives largely listed as inhibitors; 340,000 tested, under 10 active; Fluorescence polarization, FITC-PTAP peptide / Tsg101 binding; AID 493005; active = well fitted inhibition curve with a large enough effect in the main read-out, with a control signal flat, not every such curve was filed as active; inconclusive = small, poorly fitted or top-dose-only effect, or effect the other way, or a change in a side signal; inactive = no such curve, though single readings can be large or run the other way; note: potency is the fitted concentration of half-maximal effect; % of control where 0% means no effect
Target sequence (Q99816 whole entry, looked up): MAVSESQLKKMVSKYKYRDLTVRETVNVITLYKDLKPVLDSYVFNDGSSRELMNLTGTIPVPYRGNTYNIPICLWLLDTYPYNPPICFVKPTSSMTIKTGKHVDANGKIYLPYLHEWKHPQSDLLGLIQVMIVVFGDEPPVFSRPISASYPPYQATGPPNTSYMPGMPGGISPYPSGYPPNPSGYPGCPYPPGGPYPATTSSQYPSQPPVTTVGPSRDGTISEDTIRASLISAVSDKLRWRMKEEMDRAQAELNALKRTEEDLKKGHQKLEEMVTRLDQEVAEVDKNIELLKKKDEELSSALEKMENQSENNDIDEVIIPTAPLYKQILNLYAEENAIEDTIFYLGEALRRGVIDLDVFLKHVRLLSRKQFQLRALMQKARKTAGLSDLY
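Steps: Tsg101 binding domain dispensed (10 uM final), compounds pinned in DMSO, FITC-labeled PTAP-motif peptide added (50 nM final); after 20 min binding at room temperature, polarization measured.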
Eya2 inh – Eya2 (human) phosphatase inhibition. O00167. recombinant Eya2, OMFP fluorescence dephosphorylation (OMFP is methylfluorescein phosphate). Potency, µM (highest dose often 76.9 µM), inactives show at the highest dose activity, negative = inhibition, hits mostly inhibitors. actives 0.006% (n = 330,000); note: potency is the fitted concentration of half-maximal effect; % is set by controls: 0 for no effect and ±100 for the full control effect
Target sequence (O00167 whole entry, looked up): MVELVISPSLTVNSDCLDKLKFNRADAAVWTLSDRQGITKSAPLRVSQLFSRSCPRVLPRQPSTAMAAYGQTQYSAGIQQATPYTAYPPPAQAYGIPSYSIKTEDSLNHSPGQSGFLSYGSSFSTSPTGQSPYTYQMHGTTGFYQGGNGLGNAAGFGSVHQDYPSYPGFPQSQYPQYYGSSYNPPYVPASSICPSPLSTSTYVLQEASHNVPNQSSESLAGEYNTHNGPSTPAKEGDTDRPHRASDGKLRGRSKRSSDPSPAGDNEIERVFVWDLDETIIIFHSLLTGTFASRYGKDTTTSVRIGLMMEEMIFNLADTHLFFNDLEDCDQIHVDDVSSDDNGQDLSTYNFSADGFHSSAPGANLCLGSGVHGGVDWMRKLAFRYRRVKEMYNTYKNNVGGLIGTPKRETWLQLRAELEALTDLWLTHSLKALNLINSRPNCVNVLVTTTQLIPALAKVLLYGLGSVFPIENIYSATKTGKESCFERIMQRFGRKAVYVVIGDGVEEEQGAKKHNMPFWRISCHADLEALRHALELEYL
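Eya2 (0.2 uM) preincubated 10 min at ambient with compound, then OMFP substrate added at 50 uM; 10 min reaction in 50 mM HEPES pH 7.5, 50 mM NaCl, 5 uM MgCl2, 0.05% BSA, 1 mM DTT. Fluorescence read at Ex 485/Em 525 nm.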
Tb PFK block – inhibitors of T. brucei phosphofructokinase | T. brucei PFK, ADP-Glo luminescence | Potency, µM (doses to about 57.5 µM), for inactives: at the highest dose activity, negative = inhibition, hits mostly inhibitors | O15648 | actives 0.17% (n = 330,000);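 note: potency is the fitted concentration of half-maximal effect; 0% = uninhibited 1x PFK enzyme wells and -100% = no-enzyme wells; nearly all actives have a fitted effect of over 60% in size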
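Compounds were pin-transferred as a titration series up to 57 uM into substrate buffer (0.5 mM F6P, 0.1 mM ATP, pH 8.0), then 1.25 nM PFK was added and reactions ran 45 min before ADP-Glo detection.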
Chronic BCR inh – blocks chronic active B-cell receptor signaling. AID 493014. actives 0.05% (n = 340,000). Potency, µM (top dose mostly 46.1 µM), inactives show at the top dose ratio change, negative = lower green/red ratio, most hits filed as inhibitors. ABC-DLBCL IkBa-CBG/CBR reporter, luminescence ratio, 4 h; active = well fitted inhibition curve with a large enough effect in the signal ratio, with a control signal flat, not every such curve was filed as active; inconclusive = small, poorly fitted or top-dose-only effect, or effect the other way, or a change in a side signal; the % refers to the signal ratio;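 note: potency is the fitted concentration of half-maximal effect; plate controls were basal doxycycline-induced cells for no effect and cells given 10 µM MG132 for full effect; MG132 reads +100%, hits lower the ratio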
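TMD8 ABC-DLBCL cells carrying doxycycline-inducible green luciferase fused to IkappaBalpha plus unfused red luciferase were exposed to compounds (up to 46 uM) for 4 hrs at 37C. Activity came from the overlap-corrected green/red luminescence ratio.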
Mito fusion act – inhibitors of mitochondrial division or activators of mitochondrial fusion; S. cerevisiae fusion-defective mutant growth rescue, CellTiterGlo 48 h; Potency, µM (doses to about 46.1 µM), for inactives: top-dose growth rescue (activation), usual class: activators; actives 0.23% (n = 320,000);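 note: potency is the fitted concentration of half-maximal effect; % of control where 0% means no effect; nearly all actives have a fitted effect of over 45% in size; temperature-sensitive fusion mutants such as fzo1-1 at 37 °C on non-fermentable ethanol glycerol medium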
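Compounds are tested for their ability to restore growth of mitochondrial fusion-defective yeast strains at non-permissive 37C in YPEG medium over 48 hours. Viability is quantified by luciferase luminescence.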
Integrin act MD – activators of alpha7 integrin expression for muscular dystrophy; actives 0.064% (n = 350,000); alpha7betagal myoblasts, beta-gal FDG fluorescence, 48 h; Potency, µM (doses to about 38.3 µM), without a hit: at the top dose activation, actives largely listed as activators;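 note: potency is the fitted concentration of half-maximal effect; 100% = response of the positive control SU9516; nearly all actives have a fitted effect of over 60% in size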
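Alpha7betagal+/- myoblasts (passage 13) were plated 16-24 hr, then exposed to compounds (1:260 dilution of DMSO stock) for 48 hours at 37C. After MPER lysis, β-galactosidase reporter activity was read as FDG fluorescence (ex 480/em 540) after 30 minutes.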
AT treatment – potential ataxia-telangiectasia treatment; actives 0.19% (n = 320,000); […] A-T fibroblasts, KAP-1 phosphorylation AlphaLISA; neocarzinostatin DNA damage 30 min before lysis; AID 485349; Potency, µM (titrated, usually from 57.5 µM), inactives show top-dose activation, hits mostly activators; note: potency is the fitted concentration of half-maximal effect; % of control where 0% means no effect; nearly all actives have a fitted effect of over 45% in size
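ATM-like activity read as KAP-1 phosphorylation via AlphaLISA donor/acceptor antibody pairs after lysis and 6 hr at 25C. Cells were ATM-null patient fibroblasts ([…], hTERT), dosed 60 min, then exposed to the DSB inducer NCS for 30 min.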
TCR act – T cell receptor activation; primary human leukocytes, anti-CD3, IL-2 HTRF, 48 h; Potency, µM (top dose mostly 9.22 µM), inactives show at the top dose activation of IL-2 secretion, actives largely listed as activators; 330,000 tested, under 10 active; AID 504894; note: % of control where 0% means no effect
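Using a-CD3 beads without co-stimulation, primary human leukocytes were exposed to compounds for 48 hr. An HTRF IL-2 kit measured the cytokine, with europium-to-d2 energy transfer producing emission at 665nm upon 320nm excitation.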
ELG1 DNA repair – ELG1-dependent DNA repair inhibition; HEK293T ELG1-luciferase reporter, luminescence, 16 h; DNA damage induced by 5-fluorouridine; Potency, µM (titrated, usually from 46.1 µM), without a hit: top-dose activity change, negative = inhibition, usual class: inhibitors; actives 2.3% (n = 330,000); AID 504467; note: potency is the fitted concentration of half-maximal effect; % is set by controls: 0 for no effect and ±100 for the full control effect; nearly all actives have a fitted effect of over 55% in size
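HEK293T cells expressing luciferase-tagged ELG1 (2,000/well) received 5-Fluorouridine plus compound or DMSO for 16 hr at 37 °C. Luciferase was read by ONE-Glo luminescence after 30 min at room temperature.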
TSHR antag – blocks TSH signaling through the human TSH receptor | TSHR-expressing cells, TSH-stimulated cAMP HTRF, 2 h; active compounds read low | activity change, negative = inhibition, % at 11.5 µM | actives 0.2% (n = 330,000) | AID 504810;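 active = activity change below a set negative limit, meaning inhibition stronger than a set level, cut at about -70% in these data; inconclusive = activity change between two set negative limits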; note: % is set by controls: 0 for no effect and ±100 for the full control effect
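Freshly harvested TSHR cells receive pin-tooled compound, then EC80 TSH at 4nM final. After 2 hours at 37 deg C, antibody in lysis buffer and cAMP-d2 are added; 30 minutes at ambient temperature precede the HTRF read.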
An asterisk follows results filed as active; ? = inconclusive; / = no result given; [ ] = dose if it differs, or a comment. Unless noted, calls come from the whole dose curve; as a rule, active = well fitted curve in the direction sought with a large enough effect; inconclusive = small, poorly fitted or top-dose-only effect, or another doubt; inactive = no such curve, though single readings can be large; an effect the other way counts as inactive or inconclusive. No enrichment for hits; 3.2% or so of the library scored in one or more.

structure	ASM inhibitor	Integrin act MD	PTAP TSG101 blk	Chronic BCR inh	ELG1 DNA repair	Tb PFK block	Mito fusion act	TCR act	AT treatment	Eya2 inh	TSHR antag
C=CCN(c1ccccc1OC)S(=O)(=O)c1cccc(C(=O)NCc2cccs2)c1	-2%	11%	-1%	?	-1%	5%	?	2%	4%	9%	-7
CC(C)c1nnc(NC(=O)CCC(=O)N2CCN(c3cccc(Cl)c3)CC2)s1	-4%	?	-3%	7%	5%	-20%	3%	-2%	-7%	-18%	-2
O=C(NC(=S)NNC(=O)c1ccccc1[N+](=O)[O-])c1ccccc1	1%	11%	1%	?	4%	-17%	5%	0%[46.1 µM]	/	2%	5
CC(C)CCC1(C)NC(=O)N(CC(=O)Nc2ccc3c(c2)OCCO3)C1=O (stereo not drawn)	4%	-8%	-4%	?	-2%	0%	/	6%	6%	9%	-19
COc1ccccc1CCc1nnc(CCC(=O)N(C)Cc2cccc3cnccc23)o1	3%	-25%	-5%	?	?	-2%	2%	-6%	-9%	-10%	1
Cc1ccc(NC(=O)c2c(C(F)(F)F)nn(C)c2SCc2cccc(C(F)(F)F)c2)cc1C	-11%	-58%[inhibitor]	-2%	22%	?	-2%	2%	-1%	7%	-13%	-18
O=C(COC(=O)Cc1ccccc1[N+](=O)[O-])NCc1ccccc1Cl	-3%	-12%	-1%	-5%	1%	-2%	5%	1%[46.1 µM]	5%	8%	14
COc1ccccc1NS(=O)(=O)c1ccc(C(=O)NCC(c2ccc(F)cc2)N2CCOCC2)cc1 (stereo not drawn)	-1%	-19%	-3%	-3%	-6%	2%	/	-8%	4%	-17%	/
CCOC(=O)c1c(-c2ccccc2)csc1NC(=O)C(C)NCCCN1CCOCC1 (stereo not drawn)	0%	11%	0%	-6%	-17%	-3%	11%	4%	-1%	-5%	-1
O=C(NCCCN1CCCC1=O)c1c(O)nc2sccn2c1=O	4%	15%	-2%	3%	18%	5%	4%	1%	1%	6%	4
CC(C)N(C)CCOC(=O)c1ccc2c(c1)OCCO2	-2%	-34%	-1%	6%	22%	0%	-7%	0%[46.1 µM]	/	-5%	7
O=C(Cc1ccccc1F)Nc1cc(Cl)ccc1N1CCCC1	-3%	15%	-2%	3%	0%	0%	-4%	7%	10%	-13%	-8
O=C(NCc1ccccc1)N1CCN(c2ccccc2F)CC1	3%	-2%	-1%	?	10%	-4%	-2%	-7%	9%	-7%	6
O=C(O)c1ccccc1-n1cccc1C(=O)O	0%	-12%	-6%	?	18%	-13%	-2%	8%	0%	-11%	8
O=C1c2cccc3cccc(c23)C(=O)N1c1ccc(O)cc1	-1%	17%	0%	-13%	5%	?	-2%	7%	-9%	6%	-7
O=C(NN1C(=O)c2ccccc2NC1c1cccnc1)c1ccccc1 (stereo not drawn)	19%	-5%	-7%	7%	10%	2%	1%	-3%	5%	5%	-2
Cc1ccccc1-c1ccc(CN2CCN(C)C(CCO)C2)cc1 (stereo not drawn)	7%	?	-6%	-4%	26%	5%	-2%	2%	5%	2%	20
Cc1ccc(Cn2ccc(NC(=O)c3cc(-c4ccccc4)on3)n2)cc1	-2%	30%	-9%	?	-8%	12%	2%	3%	5%	-3%	-16
CCOP(=O)(c1ccccc1)c1nc(-c2ccccc2C)oc1NCc1ccccc1 (stereo not drawn)	-7%	-16%	0%	0%	-6%	-2%	14%	1%	8%	-22%	-4
CN1CCN(C2CCCCC2NS(=O)(=O)c2ccc(Cl)cc2)CC1 (stereo not drawn)	2%	10%	-1%	-8%	?	0%	2%	-2%	3%	1%	-5

3 structures out of the list, sorted by molecular weight, high to low:
structure	ASM inhibitor	Integrin act MD	PTAP TSG101 blk	Chronic BCR inh	ELG1 DNA repair	Tb PFK block	Mito fusion act	TCR act	AT treatment	Eya2 inh	TSHR antag
CC(C)c1nnc(NC(=O)CCC(=O)N2CCN(c3cccc(Cl)c3)CC2)s1	-4%	?	-3%	7%	5%	-20%	3%	-2%	-7%	-18%	-2
O=C(COC(=O)Cc1ccccc1[N+](=O)[O-])NCc1ccccc1Cl	-3%	-12%	-1%	-5%	1%	-2%	5%	1%[46.1 µM]	5%	8%	14
O=C(Cc1ccccc1F)Nc1cc(Cl)ccc1N1CCCC1	-3%	15%	-2%	3%	0%	0%	-4%	7%	10%	-13%	-8

(list continues)
structure	ASM inhibitor	Integrin act MD	PTAP TSG101 blk	Chronic BCR inh	ELG1 DNA repair	Tb PFK block	Mito fusion act	TCR act	AT treatment	Eya2 inh	TSHR antag
CC(=O)OCC1OC(c2ccccc2)C(OC(C)=O)C(OC(C)=O)C1OC(C)=O (stereo not drawn)	6%	-9%	-10%	-12%	-5%	-2%	5%	-5%	-1%	-2%	9
O=C(COc1cccc2cccnc12)NCC(F)(F)F	-2%	-18%	-4%	1%	-1%	-4%	3%	5%	19%	-4%	0
COc1ccc([N+](=O)[O-])cc1N(CC(O)CN(C)C)S(=O)(=O)c1ccccc1 (stereo not drawn)	-4%	0%	-2%	-2%	11%	-3%	1%	2%[46.1 µM]	2%	-9%	6
COc1ccc(C(=O)NCC(=O)OCC(=O)Nc2ccc(C)c(S(=O)(=O)N(C)C)c2)cc1OC	2%	-48%[inhibitor]	-7%	?	9%	-2%	-6%	-1%	45%	11%	-6
CN(CC(=O)Nc1ccc(S(=O)(=O)N2CCOCC2)cc1)Cc1ccc(F)cc1	4%	-19%	-3%	1%	1%	1%	1%	-2%	-2%	-14%	-4
CN(C)c1cccc(C(=O)OCC(=O)NCc2ccco2)c1	4%	-7%	-8%	-15%	3%	1%	-1%	2%[46.1 µM]	3%	0%	-1
Cc1ccccc1C(=O)N(Cc1cccs1)C1CCS(=O)(=O)C1 (stereo not drawn)	1%	?	-3%	-1%	-1%	-3%	3%	-2%	-8%	-1%	8
O=C(NCc1cccnc1)NC1CCCN1S(=O)(=O)c1ccc(Cl)cc1 (stereo not drawn)	1%	10%	-4%	-1%	-11%	2%	-2%	4%	-4%	1%	3
CCCCNC(=O)c1onc(CSc2cccc(C)c2)c1C(=O)O	11%	-24%	/	15%	10%	5%	5%	-9%	-2%	-7%	-12
O=C(Cc1ccc(S(=O)(=O)N2CCOCC2)s1)Nc1cc(C(F)(F)F)ccc1N1CCCC1	-2%	8%	0%	13%	?	2%	10%	-9%	-12%	14%	-2
CN(CC(=O)Nc1ccccc1Br)C(=O)CN1CCN(c2ccccc2Cl)CC1	5%	22%	0%	-3%	-5%	-1%	-1%	3%	6%	-17%	-10
O=C(COC(=O)c1nc(Cl)ccc1Cl)NCc1ccc(Cl)cc1Cl	-2%	6%	-2%	2%	6%	1%	2%	2%	-4%	4%	-1
O=C(O)CCN(Cc1ccccc1)S(=O)(=O)c1ccccc1Cl	1%	0%	-6%	7%	5%	-1%	-2%	3%	-2%	4%	-9
CCOc1ccc(-c2c(C(=O)N/N=C/c3cccnc3)nnn2-c2nonc2N)cc1	0%	1%	0%	-2%	?	-3%	2%	-6%	3%	4%	-4
O=C(CSc1nnc(-c2ccc(O)cc2)n1Cc1ccco1)c1ccccc1	-6%	0%	-4%	15%	?	-5%	-1%	-2%	/	-30%	7
COC(=O)C1CCN(S(=O)(=O)Cc2ccccc2Cl)CC1	0%	21%	-4%	2%	-2%	0%	4%	4%	0%	11%	-14
COc1ccc(Nc2sc(C(=O)Nc3cccc(Cl)c3)c(N)c2C(=O)Nc2ccccc2OC)cc1	/	/	/	?	-17%	1%	0%	0%[46.1 µM]	-1%	-3%	-12
COc1ccc(C(C)=O)cc1COC(=O)c1cnc(C)cn1	2%	45%	-1%	-2%	-18%	-1%	0%	-6%	10%	5%	26
Cc1ccc(Nc2nc3ccccc3c(=O)s2)cc1	-1%	-4%	-3%	0%	21%	7%	5%	-5%	4%[11.5 µM]	-1%	8
